Screening results deposited in PubChem by Sanford-Burnham Center for Chemical Genomics.
Mdm2-MdmX inh – inhibitors of human Mdm2/MdmX interaction; inhibition, % at 8 µM; actives 3% (n = 330,000); O15151+Q00987; SaOS-2 split-luciferase Mdm2/MdmX complementation, luminescence;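 active = inhibition of at least 50% at 8 µM in the primary screen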
CXCR6 block – CXCR6 (human) receptor inhibition; inhibition, % at 20 µM; O00574; CHO-K1 PathHunter CXCR6 beta-arrestin, luminescence; actives 0.36% (n = 360,000); in the data active = inhibition above about 34%, passing the limit was not always enough;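 also: antagonist mode with CXCL16 agonist at 10 nM final; 0% = 10 nM CXCL16 with DMSO and 100% = unstimulated wells without agonist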
Target sequence (O00574 whole entry, looked up): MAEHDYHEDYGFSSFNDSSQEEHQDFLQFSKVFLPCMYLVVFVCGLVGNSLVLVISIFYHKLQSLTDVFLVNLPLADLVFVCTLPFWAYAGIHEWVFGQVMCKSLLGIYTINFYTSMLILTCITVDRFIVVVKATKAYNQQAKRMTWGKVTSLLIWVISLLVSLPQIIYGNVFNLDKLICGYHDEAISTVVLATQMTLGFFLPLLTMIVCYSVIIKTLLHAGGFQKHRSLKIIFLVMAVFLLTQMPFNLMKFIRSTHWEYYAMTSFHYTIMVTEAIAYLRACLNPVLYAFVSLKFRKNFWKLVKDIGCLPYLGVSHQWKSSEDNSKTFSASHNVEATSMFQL
CCR6 antagonist – antagonists of human CCR6 receptor; inhibition, % at 20 µM; P51684; CHO-K1 CCR6 PathHunter beta-arrestin, luminescence, CCL20-stimulated; actives 0.49% (n = 340,000);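 active = compounds whose inhibition of the agonist-driven luminescence signal at 20 µM reaches about 50%, limit read from the data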;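 also: cells stimulated with CCL20 at 14 nM final; plate controls were DMSO with CCL20 for no effect and DMSO without agonist for full effect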
Target sequence (P51684 whole entry, looked up): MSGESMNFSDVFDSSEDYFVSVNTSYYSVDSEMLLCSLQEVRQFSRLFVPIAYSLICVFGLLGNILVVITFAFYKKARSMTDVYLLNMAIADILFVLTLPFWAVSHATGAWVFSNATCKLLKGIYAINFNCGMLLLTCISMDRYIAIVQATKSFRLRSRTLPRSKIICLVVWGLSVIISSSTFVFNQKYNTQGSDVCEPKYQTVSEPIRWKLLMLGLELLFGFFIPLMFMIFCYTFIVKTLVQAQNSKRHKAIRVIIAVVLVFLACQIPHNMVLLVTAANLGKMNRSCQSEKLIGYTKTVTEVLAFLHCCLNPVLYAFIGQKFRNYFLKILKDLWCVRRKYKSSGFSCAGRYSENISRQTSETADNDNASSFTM
UPR CHOP act – apoptotic UPR (CHOP) activation; actives 0.34% (n = 330,000); activation, % at 10 µM; CHO-CHOP luciferase reporter, luminescence; percent of tunicamycin response over DMSO baseline; AID 449763;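 active = at 10 µM dose, activation of 40% or more, normalized to positive control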;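 also: 100% = tunicamycin at 10 µg/mL and 0% = DMSO alone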
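measured by = luciferase luminescence | assay system = CHO-CHOP cells, stable luciferase reporter of PERK-eIF2a-CHOP signalling | amount = 500 reporter cells seeded per well | timing = 6 h compound exposure at 37 °C after overnight seeding | controls = positive tunicamycin 10 µg/mL, negative DMSO alone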
UPR XBP1 act – activators of adaptive arm of unfolded protein response (XBP1); actives 0.33% (n = 330,000); activation, % at 20 µM; CHO-XBP1 luciferase reporter, IRE1-XBP1 UPR activation, luminescence; percent of tunicamycin response, DMSO as zero;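 active = versus positive control, 20 µM dose yields 30% or more activation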;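 also: 100% = tunicamycin at 10 µg/mL and 0% = DMSO only wells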
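assay system = CHO-XBP1 luciferase reporter cells | amount = 1000 cells/well | buffer or medium = F12 plus 10% FBS | compound dosing = single point, 20 µM final compound, 1% DMSO | incubation = 16-18 h cell attachment at 37 °C, then 6 h compound exposure | detection = Steady-Glo luminescence read | controls = tunicamycin 10 µg/mL and vehicle-only wells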
Jurkat NFkB inh – inhibitors of the PMA/ionomycin-induced NF-kB reporter in Jurkat cells; PMA/ionomycin-induced NF-kB luciferase reporter, luminescence; inhibition, % at 4 µM; actives 0.53% (n = 330,000); AID 435003; in the data active = inhibition above about 50%
Gli-Sufu antag – blocks Gli-Sufu signaling in a luciferase reporter; inhibition, % at 5 µM; Sufu-KO-LIGHT fibroblasts, Gli luciferase reporter luminescence; actives 0.74% (n = 340,000);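 active = inhibition above about 55%, limit read from the data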;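 also: 0% = DMSO-treated cells and 100% = wells with medium but no cells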
EBI2 block – blocks human EBI2 receptor beta-arrestin signaling; AID 651636; EBI2 beta-arrestin recruitment, luminescence, 7a,25-OHC stimulated; inhibition, % at 5 µM; actives 0.81% (n = 360,000); in the data active = inhibition above about 38%;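 also: enzyme fragment complementation signal reports receptor beta-arrestin coupling in cells; 0% = agonist plus DMSO wells and 100% = wells without agonist; some results beyond the cut were filed as inactive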
Target sequence (P32249 whole entry, looked up, the tested form may be a part): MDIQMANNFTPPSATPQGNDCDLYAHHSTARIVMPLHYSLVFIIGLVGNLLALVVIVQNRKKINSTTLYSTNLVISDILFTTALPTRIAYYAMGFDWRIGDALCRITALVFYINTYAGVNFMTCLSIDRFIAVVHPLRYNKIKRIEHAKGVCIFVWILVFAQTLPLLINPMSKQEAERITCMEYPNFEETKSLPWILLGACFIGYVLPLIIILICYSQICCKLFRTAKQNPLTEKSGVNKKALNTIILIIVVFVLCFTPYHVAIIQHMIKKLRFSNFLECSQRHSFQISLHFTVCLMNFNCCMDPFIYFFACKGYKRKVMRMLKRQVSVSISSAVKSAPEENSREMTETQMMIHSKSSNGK
697 NFkB inh – inhibitors of the PMA/ionomycin-induced NF-kB reporter in 697 B cells | actives 0.33% (n = 330,000) | 697 B-cell NF-kB luciferase reporter, 16 h | inhibition, % at 4 µM; in the data active = inhibition above about 35%
Active calls of the source: *; · = no result given.

SMILES	Mdm2-MdmX inh	CXCR6 block	CCR6 antagonist	UPR CHOP act	UPR XBP1 act	Jurkat NFkB inh	Gli-Sufu antag	EBI2 block	697 NFkB inh
CN=c1sc(C(=O)Nc2ccccc2)c(C)n1C	-3	-6	7	-0.6	-1	4	-22	-3	-12
O=C(Cc1ccccc1)Nc1cc([N+](=O)[O-])ccc1N1CCOCC1	-2	10	-3	0.0	-1	-10	-1	27	8
Cc1ccc(/C(O)=C2\C(=O)C(=O)N(c3cc(C)on3)C2c2cccc(Br)c2)cc1 (stereo unspecified)	31	1	-6	-2.7	-1	6	10	-1	15
CCN(C(=O)Cn1cc(C(=O)C(=O)N2CCOCC2)c2ccccc21)c1ccccc1	9	2	1	0.3	-3	-4	-4	-1	16
COc1ccc(NC(=O)COC(=O)c2ncc(Cl)c(Cl)c2Cl)c(OC)c1	6	-9	-19	1.6	0	13	-4	-10	-4
CC(=O)c1nn(-c2cccc(C)c2)cc1C(=O)c1cccc(Br)c1	10	0	-4	-2.1	3	6	-2	0	10
O=C1c2ccccc2C(O)N1Cc1ccccc1 (stereo unspecified)	4	8	-20	-0.6	-2	0	-2	-6	-1
Cc1ccc(Cn2nc(C)c3cc(C(=O)OCC(N)=O)sc32)cc1	6	13	11	-0.8	-1	-8	-2	6	-12
O=C(NCCCN1CCCC1=O)C1CCN(S(=O)(=O)c2cccc(Cl)c2Cl)CC1	12	-1	-3	0.2	3	2	1	0	21
O=C(O)CSCC(=O)Nc1ccc(C2CCCCC2)cc1	34	11	9	-8.4	-5	63*	38	-2	90*
CCS(=O)(=O)N1CCN(C2Cc3ccccc3C2)CC1	-20	6	5	0.6	0	4	17	-17	9
CC(=O)Nc1ccc(S(=O)(=O)NCCSCc2ccco2)cc1	21	0	4	1.2	1	5	1	-9	-6
COc1ccccc1OCCSc1nc(N)cc(N)n1	-1	0	4	4.5	2	-17	-24	7	-37
COc1ccc(COc2ccccc2C(=O)NCc2ccccc2)cc1F	9	-10	4	3.2	0	15	53	-7	-49
Cc1cc(NC(=O)CSCC(=O)Nc2cc(C(F)(F)F)ccc2N2CCCC2)no1	-20	0	11	-0.7	-3	11	0	0	-12

Jurkat NFkB inh: hit marks shown above.
smiles	Mdm2-MdmX inh	CXCR6 block	CCR6 antagonist	UPR XBP1 act	Jurkat NFkB inh	EBI2 block	697 NFkB inh
O=C(O)CSCC(=O)Nc1ccc(C2CCCCC2)cc1	34	11	9	-5	63*	-2	90*

The list goes on.
SMILES	Mdm2-MdmX inh	CXCR6 block	CCR6 antagonist	UPR CHOP act	UPR XBP1 act	Jurkat NFkB inh	Gli-Sufu antag	EBI2 block	697 NFkB inh
Cc1cccc(C)c1NC(=O)CSCCO	6	-4	-2	1.4	-6	6	3	1	12
C=CCOc1nc2c(c(=O)n(C)c(=O)n2C)n1Cc1ccc(Cl)cc1Cl	5	4	-17	6.5	7	-1	62*	-2	-39
CC1CCN(C(=O)CSc2nc(=O)n3cc(Cl)ccc3n2)CC1	6	0	-2	-1.8	0	3	-9	-14	9
COc1ccc(NS(=O)(=O)c2csc(C(N)=O)c2)cc1	30	-11	-5	-3.0	-4	-8	15	-1	11
Cc1ccc(Cn2nnc3c(=O)n(CC(=O)c4ccccc4)cnc32)cc1	7	-6	23	1.3	-1	-6	-6	2	-5
O=C(COc1ccc2c(c1)oc(=O)c1ccccc12)N[C@@H](Cc1ccccc1)C(=O)O	16	11	5	-3.7	-2	1	7	0	7
Cc1ccc(NC(=O)N2CCN(Cc3ccc4c(c3)OCO4)CC2)cc1	-30	2	-4	0.1	-2	9	4	10	17
CCc1nnc(NC(=O)C2CC(=O)N(c3ccc4c(c3)OCCO4)C2)s1 (stereo unspecified)	-9	-1	-7	-1.6	-2	5	0	5	23
COc1ccc(OC(=O)CCN2C(=O)C3C4C=CC(C4)C3C2=O)cc1 (stereo unspecified)	-19	1	8	-0.6	1	8	-5	-4	11
N/C(=N\OC(=O)c1ccc(=O)n(Cc2ccc(Cl)cc2)c1)c1ccccn1	67*	-23	-12	3.4	-1	-9	-4	-6	-12
COc1ccccc1NC(=O)c1ccc(NC(=O)C2CC2)cc1	·	0	1	·	·	·	-1	2	·
Clc1ccc2nc(CN3CCCc4ccccc43)cn2c1	29	5	-1	1.2	-4	-2	-1	12	-7
CCN(CC)S(=O)(=O)c1ccc(NC(=O)c2ccc(Cl)nc2)cc1	18	8	11	-1.4	-3	3	0	-4	-8
COc1ccc(NC(=O)CN2C(=O)NC(C)(C3CC3)C2=O)cc1S(=O)(=O)N1CCOCC1 (stereo unspecified)	7	-4	-1	0.5	-2	-17	6	-2	13
O=C(NC1CC1)C1CCN(C(=O)c2ccc(Cl)cc2)CC1	6	-7	11	1.2	2	-2	26	-6	-2

Full records, looked up by structure:
CCN(CC)S(=O)(=O)c1ccc(NC(=O)c2ccc(Cl)nc2)cc1 in the list: Mdm2-MdmX inh = 18; CXCR6 block = 8; CCR6 antagonist = 11; UPR CHOP act = -1.4; UPR XBP1 act = -3; Jurkat NFkB inh = 3; Gli-Sufu antag = 0; EBI2 block = -4; 697 NFkB inh = -8
Cc1ccc(Cn2nnc3c(=O)n(CC(=O)c4ccccc4)cnc32)cc1 in the list: Mdm2-MdmX inh = 7; CXCR6 block = -6; CCR6 antagonist = 23; UPR CHOP act = 1.3; UPR XBP1 act = -1; Jurkat NFkB inh = -6; Gli-Sufu antag = -6; EBI2 block = 2; 697 NFkB inh = -5
COc1ccccc1NC(=O)c1ccc(NC(=O)C2CC2)cc1 in the list: Mdm2-MdmX inh = ·; CXCR6 block = 0; CCR6 antagonist = 1; UPR CHOP act = ·; UPR XBP1 act = ·; Jurkat NFkB inh = ·; Gli-Sufu antag = -1; EBI2 block = 2; 697 NFkB inh = ·

(listing goes on)
SMILES	Mdm2-MdmX inh	CXCR6 block	CCR6 antagonist	UPR CHOP act	UPR XBP1 act	Jurkat NFkB inh	Gli-Sufu antag	EBI2 block	697 NFkB inh
Cc1cccc(Oc2coc3cc(OC(=O)c4cc5ccccc5oc4=O)ccc3c2=O)c1	0	6	-2	3.1	2	-1	-23	6	-60
O=C(N/C(=C/c1ccccc1)C(=O)N1CCOCC1)c1ccc([N+](=O)[O-])cc1	23	-8	-6	-1.2	-2	9	1	-6	7
O=C(COc1ccc2c(-c3ccccc3)cc(=O)oc2c1)NC(Cc1c[nH]c2ccccc12)C(=O)O (stereo unspecified)	6	-2	13	-1.4	-2	10	4	-10	9
O=[N+]([O-])c1c(NCCO)cc(N2CCC3(CC2)OCCO3)c2nonc12	11	5	-4	0.9	-1	-10	2	4	-4
NS(=O)(=O)c1ccc(CCNC(=O)C2CCCN2S(=O)(=O)c2cccc3nsnc23)cc1 (stereo unspecified)	15	-2	12	-0.9	-3	-1	·	-13	13
C=CCNC(=O)C1(S(=O)(=O)c2ccccc2)CC=CC1	-6	2	-3	0.7	2	10	20	-10	0
Cc1cc(NS(=O)(=O)c2ccc(OCCNS(C)(=O)=O)cc2)no1	8	3	11	1.1	0	-25	-5	-15	-15
O=C(c1cc(-c2ccc(Cl)c(Cl)c2)on1)N1CCCCC1	-193	-1	6	3.8	4	-144	-60	-1	-113
COC(=O)c1c(F)c(F)c(NCCO)c(F)c1F	9	0	20	-0.5	-2	0	1	-4	27
COc1ccccc1N1CC(C(=O)Nc2ccc3c(c2)OCO3)CC1=O (stereo unspecified)	4	4	-7	-1.3	0	2	1	5	14
O=C(N/N=C/C=C/c1ccco1)c1cnccn1	-24	-9	11	-1.4	0	-3	-1	-3	13
CC(C)(C)CC(C)(C)NC(=O)c1ccccc1	23	4	8	0.6	-1	4	4	1	-5
CCOC(=O)CSC1=NC(=O)CS1	9	18	25	-1.5	1	6	-5	-9	16
COC(=O)N/N=C(\C)c1ccccc1Br	21	0	4	0.2	2	18	-2	0	3
C=CCOc1cccc(C(=O)N2CCCC(Nc3ccc(F)cc3)C2)c1 (stereo unspecified)	7	4	-4	-0.6	-3	-11	-9	-7	-43
CCn1c(SCC(=O)N2CCCCC2C)nnc1-c1ccco1 (stereo unspecified)	6	-6	-16	2.0	-1	4	33	5	16
NC(=O)CCCn1c(C(=O)c2cc(Cl)c(N)c(Cl)c2)c2ccc(C(F)(F)F)cc2[n+]1[O-]	23	-8	-1	-0.1	0	-24	15	6	-27
COc1ccc(-c2cnnc(N/N=C/c3ccc(-c4ccc([N+](=O)[O-])cc4)o3)n2)cc1	·	0	3	·	·	·	21	-24	·
C/C(=N\N(c1ccccc1)c1ccccc1)c1ccc(O)cc1	27	7	22	1.4	0	5	25	6	11
CCOC(=O)c1nnn(CC(=O)N2N=C(c3ccc(Cl)cc3)CC2c2ccccc2)c1C(=O)OCC (stereo unspecified)	-13	11	9	5.2	2	5	3	22	1
Cn1ncc(Br)c1C(=O)N/N=C/c1cccc(OC2CSC2)c1	-1	-1	12	-2.4	-3	3	-1	-2	1
COc1ccccc1CC(=O)Nc1ccccc1C(=O)O	15	-8	-2	0.1	-1	-2	-5	-3	0
COC(=O)c1cnc(N2CCCN(S(=O)(=O)c3ccc(C(F)(F)F)cc3)CC2)nc1C(F)(F)F	-28	0	3	1.2	0	-3	19	-6	-19
CCc1cc2c(=O)n(-c3ccc(C)cc3)cnc2s1	-84	7	-5	4.9	-3	-104	6	4	-121
COc1ccc(C2NC(C(=O)O)Cc3c2[nH]c2ccccc32)cc1OC (stereo unspecified)	-12	14	4	-1.8	-2	12	1	-1	9
CCOC(=O)c1sc(NC(=O)c2cccs2)cc1C	-126	-2	15	4.1	2	-152	-34	3	-201
CN1C[C@@H]2C(c3ccccc3)C3(c4ccccc4)CC2(C3)[C@H]1c1ccccc1 (stereo partly specified)	2	-2	25	-0.3	-1	-26	-8	-3	-19
COc1cccc(Cn2cnc3c(N)c(C)c(C)cc32)c1	-16	-4	-5	0.5	-1	9	5	2	0
COc1ccc(-c2noc(N3CCCC(C(=O)Nc4ccccc4F)C3)n2)cc1 (stereo unspecified)	7	1	6	1.4	-1	-15	-67	-7	-110
COc1ccccc1OCC(=O)Nc1sc2c(c1C(=O)NCC1CCCO1)CCC2 (stereo unspecified)	18	3	15	4.9	-4	1	11	5	1
CCOc1ccccc1NC(=S)/C(=C(\[O-])c1ccc2c(c1)OCCO2)[n+]1ccc(CC)cc1	24	14	31	4.3	0	-25	15	8	6
CCCCNCCCCOc1ccccc1	2	-2	5	-1.6	-4	12	5	-11	13
COCC(=O)Nc1ccc(S(=O)(=O)NCC2CCCO2)cc1 (stereo unspecified)	9	1	10	0.4	-4	22	16	-5	9
COc1ccc(NC(=O)CN(C)C(C)C(=O)NC(=O)NC2CCCCC2)cc1 (stereo unspecified)	19	-3	21	1.3	-3	4	3	9	10
COc1cc2c(cc1NC(=O)CSc1nnc(Cc3cccs3)n1Cc1ccco1)oc1ccccc12	41	-2	3	1.5	1	3	10	41	12
CC(C)C[C@H]1CN=C(Nc2ccccc2)N1CC1CCC(C)CC1 (stereo partly specified)	29	3	12	0.7	3	18	23	-2	-1
CCOc1ccc(NC(=O)CN(C)C(=O)c2cc(C)nc3ccccc23)cc1OCC	25	-6	10	-2.7	0	-17	-1	-13	17
CCCN1CCC(=NNc2ccc(C(=O)O)cc2)CC1	17	0	0	-1.2	-3	12	-2	1	-16
COc1ccc(C(C[N+](=O)[O-])c2c(C)[nH]n(-c3ccccc3)c2=O)cc1 (stereo unspecified)	23	-20	23	89*	-7	-5	11	-25	1
Cc1ccc(C(=O)Nc2cccc(S(=O)(=O)N3CCCCC3)c2)cc1[N+](=O)[O-]	28	7	7	0.2	-1	3	6	16	1
